From PubChem
HePTP inh = human HePTP phosphatase inhibition; P35236; recombinant HePTP phosphatase activity, OD absorbance; inhibition, % at 20 µM; hit rate 0.64% among 110,000; in the data active = inhibition above about 50%;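 also: plate controls were vehicle for no effect and reference inhibitor for full effect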
Target sequence (P35236 whole entry, looked up): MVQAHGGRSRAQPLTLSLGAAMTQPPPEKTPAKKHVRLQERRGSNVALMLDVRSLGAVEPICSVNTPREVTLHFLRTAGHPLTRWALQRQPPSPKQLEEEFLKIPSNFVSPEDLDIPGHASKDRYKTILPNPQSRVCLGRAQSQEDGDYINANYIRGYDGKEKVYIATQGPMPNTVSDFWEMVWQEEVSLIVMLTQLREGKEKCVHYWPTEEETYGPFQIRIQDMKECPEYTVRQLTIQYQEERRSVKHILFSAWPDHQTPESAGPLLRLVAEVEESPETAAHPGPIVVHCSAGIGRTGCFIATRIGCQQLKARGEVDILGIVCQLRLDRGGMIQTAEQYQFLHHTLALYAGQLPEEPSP
BAP1 inh = human BAP1 deubiquitinase inhibition | Q92560 | recombinant BAP1, Ub-AMC hydrolysis fluorescence kinetic; stronger effect = lower value | activity remaining (% of control), % at 20 µM | hit rate 0.48% among 72,000 | AID 436;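 active = activity remaining at or below 50% of control, provided the compound also passes the data quality filters; inactive = the rest, including low values that fail the filters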;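 also: 100% = DMSO wells rate and 0% = substrate alone blank rate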
Active calls of the source: *; x = not tested or not shown; & = joins results of further samples. No enrichment for hits; about 0.95% have a hit in one of these screens.

HePTP inh	BAP1 inh	SMILES
10	x	COc1ccc(CN2CCN(C(=O)c3cccc(F)c3)CC2)cc1OCc1ccccc1
8	73	O=C1c2cccc3c(N4CCCCC4)ccc(c23)C(=O)N1c1ccccn1
1	71	CCCc1cc(C(=O)Nc2cc(Br)ccc2O)no1
6	136	O=C(CSc1nnc2c(n1)[nH]c1ccccc12)OCN1C(=O)c2ccccc2C1=O
-7	77	CCOc1ccccc1N1CCN(C(=O)c2c(C)noc2C)CC1
11	x	COc1ccc(/C=C/C(=O)NC(=S)Nc2ccccc2C)cc1OC
x	59	O=C(CN(c1ccc(Cl)c(C(F)(F)F)c1)S(=O)(=O)c1ccccc1)NCC1CCCO1 (stereo not drawn)
7	106	CN(C)C(=O)CN(C)S(=O)(=O)c1ccc(Cl)cc1
-4	x	N/N=C1/NC(=O)C(Cc2cccc([N+](=O)[O-])c2)S1 (stereo not drawn)
5	106	CCn1c(C)c(C(C)=O)c(N2CCCCC2)nc1=S
3	x	CCOc1ccc(NC(=O)c2cc(-c3ccc(OC)cc3)nc3ccccc23)cc1
-3	110	CCN(CCO)C(=O)C12CCC(C)(C(=O)C1)C2(C)C (stereo not drawn)
-9	x	COC(=O)c1cc(NC(=O)c2cccc(OCc3ccccc3)c2)cc(C(=O)OC)c1
-4	x	COCCCNS(=O)(=O)c1c(C)cc(C)cc1C
1	100	NCC(O)COCCC12CC3CC(CC(C3)C1)C2 (stereo not drawn)
-1	75	CN(C)c1ccc(/C(=N\O)C(F)(F)F)cc1
-3	98	Cn1ccnc1SCCC#N
2	105	CCC(=O)N1CCc2cc(S(=O)(=O)NC(C(=O)NCc3ccccc3)C(C)C)ccc21 (stereo not drawn)
x	60	CCCCOC(=O)c1cccc(NC(=O)c2c(C)cc(C)cc2C)c1
4	113	CC(=O)Nc1nc(C)nc(C)c1C(C)=O
5	88	Cc1ccccc1-c1ccc(=O)n(CC(=O)Nc2ccc(N3CCOCC3)cc2)n1
-4	x	COc1ccccc1OCC(=O)Nc1cccc(C(C)=O)c1
-12	x	COc1cc(C2/C(=C(\O)c3ccccc3)C(=O)C(=O)N2CCN(C)C)ccc1O (stereo not drawn)
-10	x	CC1=C(C(=O)OC(C)C)C(c2ccc(Br)cc2)C2=C(CCCC2=O)N1 (stereo not drawn)
4	x	CN(C)c1cc(N/N=C/c2ccncc2)nc(N(C)C)n1
2	126	CCCCCN(C(=O)NC(=O)Nn1cnnc1)S(C)(=O)=O
-10	x	O=C1c2ccccc2NC(c2ccc3c(c2)OCO3)N1c1ccc(F)cc1 (stereo not drawn)
-25	x	CC1=NN(C(=S)Nc2ccccc2)C(C)(C)C1
-13	94	O=C1CC(c2ccc(S(=O)(=O)NCc3ccccc3)cc2)CN1 (stereo not drawn)
1	68	CCCCn1nnnc1NCc1cccs1

Profiles, looked up by structure. Order of screens: HePTP inh	BAP1 inh
Profile of CN(C)c1ccc(/C(=N\O)C(F)(F)F)cc1 = -1	75
Profile of CCCCn1nnnc1NCc1cccs1 = 1	68

The listing picks up with the 2 entries that preceded the break.
HePTP inh	BAP1 inh	SMILES
-13	94	O=C1CC(c2ccc(S(=O)(=O)NCc3ccccc3)cc2)CN1 (stereo not drawn)
1	68	CCCCn1nnnc1NCc1cccs1
3	x	Cc1ccc(/C=N/Nc2nc(C(C)(C)C)cs2)o1
6	84	CCOC(=O)Cn1c(CN2CCOCC2)nc2c1c(=O)n(C)c(=O)n2C
10	99	CC(=O)N1CCc2cc3nc(C)cc(C)c3cc21
0	x	Oc1c(/C=C2\C=Nc3ccccc32)sc(=S)n1-c1ccc(F)cc1
4	187	CCN(CC)CCN1C(=O)c2ccccc2NC1c1cc(OC)c(OC)c(OC)c1 (stereo not drawn)
2&4	97	CC(C)c1ccc(NC(=O)C2CCCCC2C(=O)O)cc1 (stereo not drawn)
5	x	O=C1C(Cl)=C(Nc2cccc([N+](=O)[O-])c2)c2c(Cl)c(Cl)c(Cl)c(Cl)c21
9	109	CN(C)CCNc1ncnc2ccccc12
4	66	CC(C)(CO)NCc1ccccc1OCC(=O)Nc1ccccc1
7	83	CCN(CC)CCN1C(=O)C(=O)/C(=C(/O)c2ccccc2)C1c1ccccc1F (stereo not drawn)
-3	x	O=S(=O)(N=Nc1c(O)[nH]c2ccccc12)c1ccc(Cl)cc1
28	x	CC1=NN(c2ccc(S(N)(=O)=O)cc2)C(=O)/C1=C\c1cccc([N+](=O)[O-])c1
2	x	COCCNC(=O)COc1ccc2ccccc2c1
3	102	O=C(CN(Cc1cccs1)C(=O)CNS(=O)(=O)c1ccc(F)cc1)NCc1ccco1
x	763	CCOc1ccc(-n2nc3ccc(NC(=O)COc4ccccc4)cc3n2)cc1
6	100	CCOC(=O)N1CCN(C(=O)c2ccc3nc(N4CCCCC4)sc3c2)CC1
0	96	CCOC(=O)C1CCN(CC(O)COc2ccc(C(C)=O)cc2)CC1 (stereo not drawn)
-3	114	CC(C)(CN=C1NS(=O)(=O)c2ccccc21)CNC(=O)CN1C(=O)c2ccccc2C1=O
10	98	Cc1ccccc1-n1c(=O)cc(N2CCN(C(=O)c3ccco3)CC2)[nH]c1=O
x	57	O=C(O)C1Cc2c([nH]c3ccccc23)C(c2ccccc2O)N1 (stereo not drawn)
2	x	CCOc1ccc(/C=C2/SC(=S)N(CN3CCOCC3)C2=O)cc1
6	x	Cc1ccc(NC(=O)c2cc(F)c(F)cc2Cl)nc1
-7	x	CC(C(=O)c1ccc(Cl)cc1)[n+]1cccc(NC(=O)c2ccccc2)c1 (stereo not drawn)
-1	119	CC(=O)c1cccc(N(CC(=O)Nc2cccnc2)S(C)(=O)=O)c1
6	x	COc1ccc(Cc2c(O)nc(SCC(=O)Nc3ccc(OC)cc3)[nH]c2=O)cc1
-7	x	CC(C)COc1ccc(C(=O)Nc2ccc(NC(=O)c3ccco3)c(Cl)c2)cc1
8	94	Cc1ccc(C(=O)N(CN2CCCC2=O)c2ccccc2)cc1C
-5	78	CCOC(=O)c1cc2c(n(-c3ccccc3)c1=O)CC(C)(C)CC2=O
-8	x	COc1cc(/C=N\Nc2nc3ccccc3o2)cc(OC)c1OC
-8	105	CC(=O)N[C@H]1C[C@@H]1c1ccccc1
1	103	Cc1nn(-c2ccccc2)c(C)c1CCC(=O)O
17	187	COc1ccc(-c2nc(C#N)c(N3CCOCC3)o2)cc1OC
1	x	COc1ccc(S(=O)(=O)N2CCc3ccccc32)cc1
-5	72	c1ccc(Cc2nnc(-c3ccccc3)o2)cc1
6	121	CC(C)Oc1ccc(Cc2c(O)nc(NCCCN(C)C)[nH]c2=O)cc1
4	89	CCOC(=O)c1ccc(NC(=O)CCc2nc(-c3ccccc3Cl)no2)cc1
x	97	NS(=O)(=O)c1ccc(CNC(=O)c2ccc(F)cc2)cc1
4	x	CC(=O)Nc1sc(NC(=O)c2ccccc2)nc1-c1cccs1
-3	x	CC(=O)NS(=O)(=O)c1ccc(NC(=O)c2ccc([N+](=O)[O-])c(C)c2)cc1
35	x	O=C1CSC(=S)N1/N=C\c1ccc(O)c([N+](=O)[O-])c1
-1	x	CC1=C(C(=O)Nc2ccccc2)C(c2ccc(Cl)cc2)NC(=S)N1 (stereo not drawn)
2	121	CCOc1ccccc1C1C(C(=O)OC)=C(C)N(C)C(C)=C1C(=O)OC
-3	x	O=c1cnnc(N/N=C\c2ccc(C(F)(F)F)cc2)[nH]1
8	107	CCN1C=C(Cc2cccs2)C2=C(C1)C(c1cccs1)C(C#N)=C(N)O2 (stereo not drawn)
6	88	Cc1ccc(N2CCN(c3ccc(C)cc3)C(CC(=O)O)C2=O)cc1 (stereo not drawn)
0	92	CCC(=O)Nc1sc(C(=O)OC)c(C)c1C(=O)OC
2	101	Fc1cc(F)c2nc(N3CCOCC3)sc2c1
2	x	CC(=O)Nc1ccc2oc(-c3ccc(F)cc3Cl)nc2c1
-3	x	Cc1ccc(S(=O)(=O)N2CCN(C(=O)c3ccccc3)C2)cc1[N+](=O)[O-]
-2	x	COC(=O)c1ccc(NC(=O)c2ccc3nccnc3c2)cc1
8	x	CC(=O)Nc1ccc(S(=O)(=O)Nc2ccc(C)c(Br)c2)cc1
-3	123	COc1ccc(OC)c(N(CC(=O)N2CCCC2)S(=O)(=O)c2ccc(OC)c(OC)c2)c1
-18	x	Cc1cccc(CC2S/C(=N\N=C\c3ccc(O)cc3)NC2=O)c1 (stereo not drawn)
5	117	COc1ccc(OC)c(C2NC(=O)c3sc(=S)n(-c4ccccc4)c3N2)c1 (stereo not drawn)
14	84	N#Cc1cccc(C(c2nnnn2Cc2ccccc2)N2CCCC2)c1 (stereo not drawn)
2	155	O=C(Cc1ccccc1)Nc1cccc(-c2nc3ncccc3o2)c1
1	104	Cc1ccc(NC(=O)CCC(=O)O)cc1F
-4	x	Oc1cccc(C=Nc2ccc(Cl)c(Cl)c2)c1
6	x	O=C1CC(N(Cc2ccc3c(c2)OCO3)C(=O)c2ccc(Cl)cc2)C(=O)N1c1ccc(F)cc1 (stereo not drawn)
7	75	CC1Cc2nc(SCC(=O)Nc3ccc4c(c3)OCO4)n(-c3ccc(F)cc3)c(=O)c2S1 (stereo not drawn)

Structural class, the entries above containing a COOH group (5)
HePTP inh	BAP1 inh	SMILES
2&4	97	CC(C)c1ccc(NC(=O)C2CCCCC2C(=O)O)cc1 (stereo not drawn)
x	57	O=C(O)C1Cc2c([nH]c3ccccc23)C(c2ccccc2O)N1 (stereo not drawn)
1	103	Cc1nn(-c2ccccc2)c(C)c1CCC(=O)O
6	88	Cc1ccc(N2CCN(c3ccc(C)cc3)C(CC(=O)O)C2=O)cc1 (stereo not drawn)
1	104	Cc1ccc(NC(=O)CCC(=O)O)cc1F

Some of these compounds in order of number of heavy atoms, highest first:
HePTP inh	BAP1 inh	SMILES
7	75	CC1Cc2nc(SCC(=O)Nc3ccc4c(c3)OCO4)n(-c3ccc(F)cc3)c(=O)c2S1 (stereo not drawn)
5	117	COc1ccc(OC)c(C2NC(=O)c3sc(=S)n(-c4ccccc4)c3N2)c1 (stereo not drawn)
2	121	CCOc1ccccc1C1C(C(=O)OC)=C(C)N(C)C(C)=C1C(=O)OC
2	155	O=C(Cc1ccccc1)Nc1cccc(-c2nc3ncccc3o2)c1
2	x	CC(=O)Nc1ccc2oc(-c3ccc(F)cc3Cl)nc2c1
-3	x	O=c1cnnc(N/N=C\c2ccc(C(F)(F)F)cc2)[nH]1
-5	72	c1ccc(Cc2nnc(-c3ccccc3)o2)cc1

(listing goes on)
HePTP inh	BAP1 inh	SMILES
1	100	CCCCN=C(C)c1c(O)c2ccccc2oc1=O
-24	x	Nc1nonc1-n1nnc(C(=O)N/N=C/c2cccc(O)c2)c1-c1ccccc1
7	128	CCc1nn2c(N3CCOCC3)cc(C)nc2c1-c1ccc(F)cc1
9&4	72	O=C(Nc1ccc2c(c1)OCCO2)c1ccncc1
-5	x	CCOc1cc(C(=O)Nc2ccc(N3CCN(C(C)=O)CC3)cc2)cc(OCC)c1OCC
4	105	O=C1c2ccccc2C(=O)N1CC1c2ccccc2CCN1S(=O)(=O)c1cnc[nH]1 (stereo not drawn)
12	56	COc1ccc(CCN2C(=O)CC(Sc3ncccc3C(=O)O)C2=O)cc1OC (stereo not drawn)
12	95	Cc1nc(NC2=NCN(CCc3ccccc3)CN2)nc2c(C)cccc12
-11	x	COc1ccc(C(=O)N(c2ccccc2)C2CC(C)Nc3ccccc32)cc1 (stereo not drawn)
9	x	COc1ccc(-c2nnc(SCC(=O)Nc3ccc(C)cc3Br)o2)cc1
6	84	O=C(CN1CCN(Cc2ccccc2Cl)C1=O)N1CCCCCC1
-12	x	O=c1[nH]c2cc3c(cc2cc1CN(CC1CCCO1)S(=O)(=O)c1ccc(Cl)cc1)OCCO3 (stereo not drawn)
-9	99	Cn1c(=O)[nH]c(=O)c2c1nc(N1CCN(CCO)CC1)n2CCSc1nc2ccccc2s1
x	55	O=[N+]([O-])c1ccccc1Oc1nc(-c2ccccc2)c2cc(Cl)ccc2n1
8	x	CC(=O)Nc1cccc2c1C(=O)NC2=O
12	93	CCOC(=O)N1CCC(N2CC34C=CC(O3)C(C(=O)O)C4C2=O)CC1 (stereo not drawn)
6	93	CCOC(=O)c1cnn(CCOC(=O)c2cccs2)c1NC(=O)c1cccs1
x	93	Cc1ccccc1OCCSc1nc2ccccc2[nH]1
-7	106	C=CCSc1ncccc1C(=O)O
6	116	CCOC(=O)CN1C(=O)C(O)(c2c(C)[nH]c3ccccc23)c2ccccc21 (stereo not drawn)
0	x	O=C(/C=C/c1cccs1)Nc1ncc(Cc2ccccc2Cl)s1
-7	x	CCOC(=O)c1c(NC(=O)c2ccc([N+](=O)[O-])cc2)sc2c1CCC(C)C2 (stereo not drawn)
x	55	O=C(Nc1ccc(-c2nc3cc(Cl)ccc3o2)cc1)c1ccc(I)cc1
-10	x	COc1cc(-c2noc(-c3ccccc3C)n2)cc(OC)c1OC
2	76	COc1ccc(/C(N)=C/C(=O)C(C)(C)C)cc1
-1	91	O=C(CCCC(=O)N(CC(=O)NC1CCCC1)Cc1ccccc1Cl)Nc1ccccn1
1	x	O=C(NCC1(c2ccccc2)CCCC1)c1ccccc1Cl
9	101	c1ccc(Cn2nnnc2C(c2cccnc2)N2CCN(C3CCCCC3)CC2)cc1 (stereo not drawn)
11	71	Oc1cccc(C(=S)N2CCN(Cc3ccccc3)CC2)c1
